# High-throughput results (PubChem BioAssay)
# NSD2 inh: inhibitors of human NSD2 methyltransferase. inhibition, % at 12.5 µM. 44,000 tested, 0.07% active. NSD2-SET H3K36me1 DELFIA fluorescence, biochemical. O96028; in the data active = inhibition above about 54%, passing the limit was not always enough; inconclusive = no clear call, values can overlap the other calls;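 note: inhibitors reduce the monomethyl H3K36 fluorescence signal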
# Target sequence (O96028 whole entry, looked up): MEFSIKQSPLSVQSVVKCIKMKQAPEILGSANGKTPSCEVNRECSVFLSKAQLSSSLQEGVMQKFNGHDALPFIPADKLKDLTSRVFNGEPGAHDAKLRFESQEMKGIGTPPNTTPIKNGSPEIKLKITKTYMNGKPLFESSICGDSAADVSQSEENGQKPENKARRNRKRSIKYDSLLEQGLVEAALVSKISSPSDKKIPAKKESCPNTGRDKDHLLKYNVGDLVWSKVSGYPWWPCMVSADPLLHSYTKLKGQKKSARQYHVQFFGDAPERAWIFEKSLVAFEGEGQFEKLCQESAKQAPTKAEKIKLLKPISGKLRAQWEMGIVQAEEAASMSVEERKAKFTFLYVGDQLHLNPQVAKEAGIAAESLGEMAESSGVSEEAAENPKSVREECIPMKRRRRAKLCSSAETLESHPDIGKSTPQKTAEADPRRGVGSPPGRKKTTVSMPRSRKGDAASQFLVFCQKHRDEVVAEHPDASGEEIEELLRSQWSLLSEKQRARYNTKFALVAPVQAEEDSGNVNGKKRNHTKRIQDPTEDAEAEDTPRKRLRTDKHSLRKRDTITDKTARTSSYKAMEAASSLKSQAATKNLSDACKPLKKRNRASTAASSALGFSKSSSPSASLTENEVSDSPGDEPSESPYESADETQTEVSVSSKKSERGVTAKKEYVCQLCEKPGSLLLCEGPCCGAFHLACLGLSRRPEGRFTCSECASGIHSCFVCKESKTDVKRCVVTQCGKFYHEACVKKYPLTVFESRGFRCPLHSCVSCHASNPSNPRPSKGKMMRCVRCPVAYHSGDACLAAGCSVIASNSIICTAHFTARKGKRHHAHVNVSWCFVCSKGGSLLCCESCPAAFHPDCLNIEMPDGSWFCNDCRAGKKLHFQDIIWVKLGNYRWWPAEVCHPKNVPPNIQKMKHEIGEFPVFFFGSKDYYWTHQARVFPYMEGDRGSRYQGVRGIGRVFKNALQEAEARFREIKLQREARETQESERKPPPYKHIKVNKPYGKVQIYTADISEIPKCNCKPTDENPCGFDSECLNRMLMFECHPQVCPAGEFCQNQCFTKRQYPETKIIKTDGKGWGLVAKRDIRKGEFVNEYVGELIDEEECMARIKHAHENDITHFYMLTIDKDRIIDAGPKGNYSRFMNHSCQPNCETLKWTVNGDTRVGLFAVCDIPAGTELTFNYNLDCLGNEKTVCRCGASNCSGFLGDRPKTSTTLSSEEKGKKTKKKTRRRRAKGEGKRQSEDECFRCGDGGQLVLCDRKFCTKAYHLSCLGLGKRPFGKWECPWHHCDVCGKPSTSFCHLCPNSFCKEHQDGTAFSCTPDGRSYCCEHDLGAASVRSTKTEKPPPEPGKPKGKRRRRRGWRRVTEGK
# Active calls of the source: *; ? = inconclusive.
SMILES,NSD2 inh
Cc1noc(C)c1S(=O)(=O)Nc1ccc2c(c1)C(=O)N([C@@H](C)CO)C[C@@H](C)[C@@H](CN(C)S(=O)(=O)c1cccs1)OCCCC[C@H](C)O2,-7
C[C@@H]1CN([C@@H](C)CO)C(=O)c2cc(NC(=O)CCC(F)(F)F)ccc2O[C@@H](C)CCCCO[C@@H]1CN(C)S(=O)(=O)c1ccc(F)cc1,0
CC(C)NC(=O)N(C)C[C@@H]1OCc2ccccc2-c2ccccc2C(=O)N([C@H](C)CO)C[C@@H]1C,-4
CC1=C([C@H](O)CCc2ccccc2)[C@H](CO)n2c(=O)n(-c3ccccc3)c(=O)n2C1,-3
C[C@@H]1CN([C@@H](C)CO)C(=O)Cc2cc(NC(=O)CCCCCC(=O)Nc3ccccc3N)ccc2O[C@H]1CN(C)C(=O)Nc1ccc(C(F)(F)F)cc1,-8
CC(=O)N(C)C[C@H]1Oc2ncc(-c3ccc(C)cc3)cc2C(=O)N([C@@H](C)CO)C[C@H]1C,-10
COc1ccc(S(=O)(=O)N(C)C[C@H]2Oc3c(NS(C)(=O)=O)cccc3C(=O)N([C@H](C)CO)C[C@@H]2C)cc1,-5
C[C@@H]1CN([C@@H](C)CO)C(=O)Cc2cc(NS(=O)(=O)c3ccccc3)ccc2O[C@@H]1CN(C)C(=O)Nc1cccc2ccccc12,0
C[C@H](CO)N1C[C@H](C)[C@@H](CN(C)C(=O)C2CCCCC2)Oc2cc(-c3ccncc3)ccc2S1(=O)=O,-1
C[C@H]1CN([C@@H](C)CO)C(=O)Cc2cc(NC(=O)Nc3ccc(C(F)(F)F)cc3)ccc2O[C@H]1CN(C)Cc1ccccc1,-17
COc1cccc(S(=O)(=O)N[C@H]2CC[C@H](CC(=O)NC3CCC3)O[C@@H]2CO)c1,11
C[C@@H](O)C#Cc1cnc2c(c1)C(=O)N([C@@H](C)CO)C[C@H](C)[C@H](CN(C)Cc1ccccn1)O2,15
O=C(C[C@@H]1C=C[C@H](NC(=O)c2ccccn2)[C@H](CO)O1)NCc1cc(F)cc(F)c1,4
Cc1cc(C(=O)Nc2cccc3c2O[C@H](CN(C)C(=O)Nc2ccc4c(c2)OCO4)[C@H](C)CN([C@H](C)CO)C3=O)n(C)n1,-3
COc1ccccc1NC(=O)N(C)C[C@@H]1OCc2cnnn2CCCC(=O)N([C@H](C)CO)C[C@H]1C,?
CC(=O)N(C)C[C@@H]1Oc2ncc(-c3cccnc3)cc2C(=O)N([C@@H](C)CO)C[C@H]1C,18
C/C=C/c1ccc2c(c1)O[C@H](CN(C)C(=O)Cc1ccccc1)[C@H](C)CN([C@H](C)CO)S2(=O)=O,1
C[C@@H]1CN([C@H](C)CO)C(=O)c2cc(NC(=O)Nc3ccc4c(c3)OCO4)ccc2O[C@@H](C)CCCCO[C@H]1CN(C)S(C)(=O)=O,-2
O=C(O)CCC/C=C\C[C@@H]1CO[C@H](C(F)(F)F)O[C@@H]1c1ccccc1O,3
Cc1noc(C)c1S(=O)(=O)N(C)C[C@H]1OCCCC[C@H](C)Oc2ccc(NC(=O)CCCN(C)C)cc2C(=O)N([C@H](C)CO)C[C@@H]1C,13
COCC#Cc1cnc2c(c1)C(=O)N([C@H](C)CO)C[C@@H](C)[C@H](CN(C)Cc1ccc(F)cc1)O2,-1
COc1ccc(S(=O)(=O)N(C)C[C@@H]2Oc3c(cccc3N(C)C)C(=O)N([C@@H](C)CO)C[C@H]2C)cc1,-7
C[C@H]1CN([C@@H](C)CO)C(=O)Cc2cc(N(C)C)ccc2O[C@H]1CN(C)C(=O)Nc1ccc2c(c1)OCO2,1
C[C@@H]1CN([C@H](C)CO)C(=O)c2c(c3ccccc3n2C)-c2ccccc2CO[C@@H]1CN(C)C(=O)C1CC1,-2
CCCC#Cc1ccc2c(c1)O[C@H](CN(C)C(=O)c1ccccc1)[C@@H](C)CN([C@@H](C)CO)S2(=O)=O,-4
COc1cc(C2c3c(cc(OC)c(O)c3OC)CC(CO)C2CO[C@@H]2O[C@H](CO)[C@@H](O)[C@H](O)[C@H]2O)cc(OC)c1O (some centres undefined),-3
COCc1cc(O)c(O)c(O)c1-c1c(COC)cc(O)c(O)c1O,37
C[C@@H]1CN([C@H](C)CO)S(=O)(=O)c2ccc(-c3ccc(F)cc3)cc2O[C@@H]1CN(C)Cc1ccccc1C(=O)O,-2
COc1ccc(C#Cc2ccc3c(c2)O[C@@H](CN(C)C(=O)NC2CCCCC2)[C@H](C)CN([C@H](C)CO)S3(=O)=O)cc1,7
Cc1ccc(S(=O)(=O)N(C)C[C@@H]2Oc3ccc(NS(=O)(=O)c4cn(C)cn4)cc3CC(=O)N([C@H](C)CO)C[C@H]2C)cc1,9
Cc1noc(C)c1S(=O)(=O)Nc1ccc2c(c1)C(=O)N([C@@H](C)CO)C[C@@H](C)[C@H](CN(C)Cc1ccc(-c3ccccc3)cc1)O2,-3
Cc1noc(C)c1NC(=O)Nc1ccc2c(c1)CC(=O)N([C@H](C)CO)C[C@H](C)[C@H](CN(C)C(=O)Nc1ccccc1)O2,0
Cc1noc(C)c1NC(=O)Nc1cccc2c1O[C@@H](CN(C)Cc1ccc3c(c1)OCO3)[C@H](C)CN([C@H](C)CO)C2=O,-1
CN(C)CCN(Cc1ccc(Cl)cc1)c1ccccn1,2
CC(C)NC(=O)N(C)C[C@H]1Oc2ccc(NC(=O)Nc3ccc(C(F)(F)F)cc3)cc2CC(=O)N([C@@H](C)CO)C[C@@H]1C,-11
C[C@@H]1CCCCO[C@@H](CN(C)C(=O)Nc2ccc(C(F)(F)F)cc2)[C@H](C)CN([C@H](C)CO)C(=O)c2cc(NC(=O)NC3CCCCC3)ccc2O1,-6
COc1ccc(CCC(=O)O)c(O[C@@H]2O[C@H](CO)[C@@H](O)[C@H](O)[C@H]2O)c1,0
COc1ccc(CNC(=O)C[C@H]2C[C@H]3c4cc(NS(C)(=O)=O)ccc4O[C@H]3[C@H](CO)O2)cc1,4
C[C@@H]1CN([C@@H](C)CO)C(=O)CCCn2nncc2CO[C@@H]1CN(C)CC1CCCC1,3
Cc1ccc(S(=O)(=O)Nc2ccc3c(c2)C(=O)N([C@H](C)CO)C[C@H](C)[C@@H](CN(C)Cc2ccccc2)O3)cc1,0

# A second format for some results above:
C[C@@H]1CN([C@H](C)CO)S(=O)(=O)c2ccc(-c3ccc(F)cc3)cc2O[C@@H]1CN(C)Cc1ccccc1C(=O)O
  NSD2 inh = -2

C[C@@H]1CCCCO[C@@H](CN(C)C(=O)Nc2ccc(C(F)(F)F)cc2)[C@H](C)CN([C@H](C)CO)C(=O)c2cc(NC(=O)NC3CCCCC3)ccc2O1
  NSD2 inh = -6

CCCC#Cc1ccc2c(c1)O[C@H](CN(C)C(=O)c1ccccc1)[C@@H](C)CN([C@@H](C)CO)S2(=O)=O
  NSD2 inh = -4

C/C=C/c1ccc2c(c1)O[C@H](CN(C)C(=O)Cc1ccccc1)[C@H](C)CN([C@H](C)CO)S2(=O)=O
  NSD2 inh = 1

# Next entries:
SMILES,NSD2 inh
O=C1O[C@H](c2ccccc2)[C@H](c2ccccc2)N2[C@H]1[C@@H](C(=O)N1CCCCCCC1)[C@]1(C(=O)Nc3ccc(C#CC4(O)CCCCCC4)cc31)[C@H]2c1ccc(OCCO)cc1,-8
C[C@H](CO)N1C[C@H](C)[C@@H](CN(C)Cc2ccccc2F)Oc2ncc(C#CCN(C)C)cc2C1=O,4
COc1ccc(NC(=O)N(C)C[C@H]2Oc3ccc(NS(=O)(=O)c4ccc(F)cc4)cc3CC(=O)N([C@@H](C)CO)C[C@@H]2C)cc1,10
Cc1ccc(S(=O)(=O)N(C)C[C@@H]2Oc3ncc(-c4ccncc4)cc3C(=O)N([C@@H](C)CO)C[C@H]2C)cc1,36
C[C@H](CO)N1C[C@H](C)[C@@H](CN(C)Cc2ccc(C(=O)O)cc2)Oc2ccc(NC(=O)Nc3ccccc3)cc2CC1=O,4
CC(C)NC(=O)Nc1ccc2c(c1)C(=O)N([C@H](C)CO)C[C@H](C)[C@@H](CN(C)S(=O)(=O)c1cn(C)cn1)OCCCC[C@H](C)O2,7
C[C@H]1CN([C@@H](C)CO)C(=O)CCCn2nncc2CO[C@H]1CN(C)C(=O)C1CC1,-4
Cc1noc(C)c1S(=O)(=O)N(C)C[C@@H]1Oc2ccc(NC(=O)Nc3ccc(F)cc3)cc2CC(=O)N([C@@H](C)CO)C[C@@H]1C,-5
Cc1ccc(S(=O)(=O)N(C)C[C@@H]2OCCCC[C@@H](C)Oc3ccc(NC(=O)Nc4cccc5ccccc45)cc3C(=O)N([C@H](C)CO)C[C@H]2C)cc1,7
Cc1ccc(S(=O)(=O)Nc2ccc3c(c2)C(=O)N([C@H](C)CO)C[C@@H](C)[C@H](CN(C)S(=O)(=O)c2cccs2)OCCCC[C@@H](C)O3)cc1,-4
C[C@@H]1CN([C@H](C)CO)C(=O)Cc2cc(NC(=O)Cc3ccccc3)ccc2O[C@@H]1CN(C)S(=O)(=O)c1ccc(Cl)cc1,-6
COc1ccc(CN(C)C[C@@H]2Oc3ccc(NC(=O)Cc4cn(C)c5ccccc45)cc3CC(=O)N([C@H](C)CO)C[C@H]2C)cc1,-6
C[C@@H]1CN([C@@H](C)CO)C(=O)c2cc(C#CCc3ccccc3)cnc2O[C@H]1CN(C)Cc1ccccn1,14
COc1ccc(CN(C)C[C@H]2Oc3ccc(NC(=O)Nc4ccccc4)cc3CC(=O)N([C@@H](C)CO)C[C@@H]2C)cc1,-3
C[C@@H]1CN([C@H](C)CO)C(=O)Cc2cc(NC(=O)NC3CCCCC3)ccc2O[C@@H]1CN(C)Cc1ccc2c(c1)OCO2,0
Cc1noc(C)c1S(=O)(=O)Nc1ccc2c(c1)C(=O)N([C@@H](C)CO)C[C@H](C)[C@H](CN(C)C(=O)Nc1ccc(C(F)(F)F)cc1)O2,-1
O=C(NCc1ccccc1)C1=C[C@@H](C2CC2)C[C@@H](OCc2ccc(CO)cc2)O1,0
C[C@@H]1CN([C@H](C)CO)C(=O)c2ccccc2-c2ccccc2CO[C@@H]1CN(C)C,3
COc1ccc(S(=O)(=O)N(C)C[C@H]2OCCCC[C@H](C)Oc3ccc(NS(=O)(=O)c4ccc(C)cc4)cc3C(=O)N([C@@H](C)CO)C[C@H]2C)cc1,-1
COC(=O)CCCCCCC(=O)N/N=C/[C@H](O)[C@H](O)[C@@H](O)[C@@H](O)CO,2

# Two entries from above, with the structure last.
NSD2 inh | structure
-1 | Cc1noc(C)c1S(=O)(=O)Nc1ccc2c(c1)C(=O)N([C@@H](C)CO)C[C@H](C)[C@H](CN(C)C(=O)Nc1ccc(C(F)(F)F)cc1)O2
0 | O=C(NCc1ccccc1)C1=C[C@@H](C2CC2)C[C@@H](OCc2ccc(CO)cc2)O1

# (listing goes on)
SMILES,NSD2 inh
C[C@@H]1CN([C@H](C)CO)C(=O)c2cc(C#CCN(C)C)cnc2O[C@@H]1CN(C)S(=O)(=O)c1cn(C)cn1,-1
COc1ccc(CN(C)C[C@@H]2Oc3ccc(NC(=O)Nc4ccc5c(c4)OCO5)cc3CC(=O)N([C@@H](C)CO)C[C@H]2C)cc1,4
C[C@H](CO)N1C[C@H](C)[C@@H](CN(C)S(=O)(=O)c2ccc(F)cc2)Oc2ccc(NS(=O)(=O)c3ccc(F)cc3)cc2CC1=O,-1
C[C@@H]1CN([C@H](C)CO)C(=O)Cc2cc(NC(=O)Nc3ccc(F)cc3)ccc2O[C@@H]1CN(C)Cc1ccc(Cl)c(Cl)c1,-1
C[C@@H]1CN([C@H](C)CO)C(=O)Cc2cc(NS(=O)(=O)c3ccccc3)ccc2O[C@@H]1CN(C)C(=O)Nc1ccc(F)cc1,4
C[C@H]1CN([C@@H](C)CO)C(=O)c2cc(C#CC3CC3)cnc2O[C@H]1CN(C)Cc1ccccn1,-2
C[C@@H]1CN([C@@H](C)CO)C(=O)c2cc(NC(=O)CCCN(C)C)ccc2O[C@@H]1CN(C)S(=O)(=O)c1ccc(Cl)cc1,-1
C[C@@H]1CN([C@@H](C)CO)C(=O)CCCn2cc(nn2)CO[C@H]1CN(C)C(=O)c1ccc(N2CCN(C)CC2)cc1,-3
CC(C)NC(=O)N(C)C[C@@H]1Oc2cc(C#C[C@H](C)O)ccc2S(=O)(=O)N([C@@H](C)CO)C[C@H]1C,1
COc1ccc(S(=O)(=O)N(C)C[C@H]2Oc3ccc(NC(=O)Nc4ccccc4)cc3CC(=O)N([C@H](C)CO)C[C@@H]2C)cc1,0
Cc1noc(C)c1S(=O)(=O)Nc1ccc2c(c1)C(=O)N([C@@H](C)CO)C[C@@H](C)[C@@H](CN(C)C)O2,41
C=CC(C)(O)CCC1(C)C2=C(C(OC(C)=O)C(OC(C)=O)C1C)C(C)(C)CCC2 (centres undefined),-7
C[C@H]1CN([C@@H](C)CO)S(=O)(=O)c2ccc(C3=CCCCC3)cc2O[C@@H]1CN(C)C(=O)Cc1ccncc1,2
COc1ccc(NC(=O)Nc2ccc3c(c2)C(=O)N([C@H](C)CO)C[C@H](C)[C@@H](CN(C)C)O3)cc1,10
C[C@@H]1CN([C@@H](C)CO)C(=O)c2cc(NC(=O)CCN3CCOCC3)ccc2O[C@@H]1CN(C)Cc1ccc(C(F)(F)F)cc1,-2
C[C@H]1CN([C@@H](C)CO)C(=O)Cc2cc(N(C)C)ccc2O[C@H]1CN(C)C,-1
C[C@@H]1CN([C@@H](C)CO)C(=O)c2cc(C#CC(C)(C)O)cnc2O[C@H]1CN(C)C(=O)c1ccccc1F,1
COc1ccc(NC(=O)Nc2ccc3c(c2)C(=O)N([C@@H](C)CO)C[C@H](C)[C@@H](CN(C)S(=O)(=O)c2cn(C)cn2)OCCCC[C@@H](C)O3)cc1,22
COc1ccc(NC(=O)Nc2ccc3c(c2)C(=O)N([C@@H](C)CO)C[C@@H](C)[C@@H](CN(C)C(=O)C2CCCCC2)OCCCC[C@@H](C)O3)cc1,-19

# A portion of the library, so the mix of outcomes need not match the whole.
